Screening results (PubChem BioAssay)
BioA inh = blocks M. tuberculosis BioA enzyme activity | purified M. tuberculosis BioA enzyme, plate reader | actives 0.096% (n = 360,000) | inhibition, % at 9.99 µM; in the data active = inhibition above about 40%
Active calls of the source: *. Some of the compounds tested (hit frequency here may not be typical).

SMILES | BioA inh
O=C(Cc1ccncc1)Nc1ccc2c(c1)[C@@H]1C[C@H](CC(=O)NC3CCCC3)O[C@@H](CO)[C@@H]1O2 | -3.7
N#C[C@@H]1[C@H](c2ccc(C3=CCCCC3)cc2)[C@@H](CO)N1C(=O)Cc1ccncc1 | 1.3
C[C@@H]1CN([C@H](C)CO)C(=O)c2cc(NC(=O)C3CC3)ccc2O[C@H]1CN(C)C(=O)Nc1cccc2ccccc12 | 1.7
COc1ccc(NC(=O)N(C)C[C@H]2Oc3ccc(NC(=O)Nc4ccc5c(c4)OCO5)cc3CC(=O)N([C@H](C)CO)C[C@@H]2C)cc1 | -1.9
C[C@H]1CN([C@@H](C)CO)C(=O)Cc2cc(NC(=O)Nc3ccc4c(c3)OCO4)ccc2O[C@@H]1CN(C)Cc1ccc(C(=O)O)cc1 | -1.6
CC(C)NC(=O)N(C)C[C@H]1Oc2cc(-c3ccncc3)ccc2S(=O)(=O)N([C@H](C)CO)C[C@@H]1C | -2.3
O=C(NCC(F)(F)F)[C@@H]1[C@@H](CO)[C@@H]2Cn3c(ccc(-c4ccncc4)c3=O)[C@@H]2N1Cc1ccncc1 | 3.1
CCC(=O)N1C[C@H]2[C@@H](c3ccccc31)[C@@H](CO)N2C(=O)CC | -3.0
CC(C)NC(=O)Nc1ccc2c(c1)C(=O)N([C@@H](C)CO)C[C@@H](C)[C@@H](CN(C)S(=O)(=O)c1ccccc1)OCCCC[C@H](C)O2 | 1.5
C[C@H](CO)N1C[C@H](C)[C@@H](CN(C)S(C)(=O)=O)OCCCC[C@H](C)Oc2ccc(NC(=O)Nc3ccc(F)cc3)cc2C1=O | 0.2
Cc1noc(C)c1S(=O)(=O)Nc1ccc2c(c1)C(=O)N([C@H](C)CO)C[C@H](C)[C@H](CN(C)Cc1ccc(C(F)(F)F)cc1)OCCCC[C@@H](C)O2 | -0.3
Cc1noc(C)c1NC(=O)Nc1ccc2c(c1)C(=O)N([C@@H](C)CO)C[C@H](C)[C@@H](CN(C)S(=O)(=O)c1ccc(Cl)cc1)OCCCC[C@@H](C)O2 | -1.7
Cc1ccc(NC(=O)Nc2ccc3c(c2)C(=O)N(C)[C@H]2CC[C@@H](CC(=O)O)O[C@@H]2CO3)cc1 | -2.7
COc1cccc(NC(=O)N2[C@H](CO)[C@@H](c3ccccc3)[C@H]2CNC(C)C)c1 | 2.7
C/C=C/c1ccc2c(c1)O[C@@H](CN(C)C(=O)Nc1cc(F)ccc1F)[C@H](C)CN([C@@H](C)CO)S2(=O)=O | -2.8
COc1ccc(S(=O)(=O)N(C)C[C@@H]2OCCCC[C@@H](C)Oc3ccc(NC(=O)Nc4ccc5c(c4)OCO5)cc3C(=O)N([C@@H](C)CO)C[C@@H]2C)cc1 | -3.9
O=S(=O)(N[C@@H]1CC[C@@H](CCNS(=O)(=O)c2ccccc2Cl)O[C@H]1CO)c1ccccc1 | 0.7
COc1ccc(NC(=O)Nc2ccc3c(c2)C(=O)N([C@@H](C)CO)C[C@@H](C)[C@@H](CN(C)S(C)(=O)=O)O3)cc1 | 2.3
C[C@H](CO)N1C[C@H](C)[C@H](CN(C)C(=O)NC2CCCC2)Oc2cc(/C=C/c3ccccc3)ccc2S1(=O)=O | 3.9
C[C@@H]1CN([C@H](C)CO)C(=O)c2cc(NC(=O)NC3CCCCC3)ccc2O[C@@H](C)CCCCO[C@H]1CN(C)Cc1ccc(C(=O)O)cc1 | -2.9

The closing 4 records of the section before come first, to join the parts.
SMILES | BioA inh
O=S(=O)(N[C@@H]1CC[C@@H](CCNS(=O)(=O)c2ccccc2Cl)O[C@H]1CO)c1ccccc1 | 0.7
COc1ccc(NC(=O)Nc2ccc3c(c2)C(=O)N([C@@H](C)CO)C[C@@H](C)[C@@H](CN(C)S(C)(=O)=O)O3)cc1 | 2.3
C[C@H](CO)N1C[C@H](C)[C@H](CN(C)C(=O)NC2CCCC2)Oc2cc(/C=C/c3ccccc3)ccc2S1(=O)=O | 3.9
C[C@@H]1CN([C@H](C)CO)C(=O)c2cc(NC(=O)NC3CCCCC3)ccc2O[C@@H](C)CCCCO[C@H]1CN(C)Cc1ccc(C(=O)O)cc1 | -2.9
Cc1noc(C)c1NC(=O)N(C)C[C@@H]1OCCCC[C@@H](C)Oc2ccc(NS(=O)(=O)c3cccs3)cc2C(=O)N([C@H](C)CO)C[C@H]1C | -0.3
C[C@H](CO)N1C[C@H](C)[C@@H](CN(C)C(=O)Nc2ccc3c(c2)OCO3)Oc2c(NC(=O)Nc3cccc4ccccc34)cccc2C1=O | 1.0
CO[C@H]1CN(C)C(=O)c2cc(NC(=O)C3CCC3)ccc2OC[C@H](C)N(CC2CCCCC2)C[C@@H]1C | -1.7
C[C@@H]1CN([C@@H](C)CO)C(=O)c2cc(NC(=O)Nc3ccc(C(F)(F)F)cc3)ccc2O[C@@H]1CN(C)C(=O)Nc1cccc2ccccc12 | 1.4
COc1ccc(S(=O)(=O)N(C)C[C@H]2OCCCC[C@@H](C)Oc3ccc(N(C)C)cc3C(=O)N([C@@H](C)CO)C[C@H]2C)cc1 | -1.2
CC(C)NC(=O)N(C)C[C@@H]1Oc2cc(-c3ccccc3F)ccc2S(=O)(=O)N([C@H](C)CO)C[C@H]1C | 17
O=C(Nc1ccc(C(F)(F)F)cc1)N[C@@H]1CC[C@@H](CC(=O)N2CCCCC2)O[C@@H]1CO | -1.7
C[C@H](CO)N1C[C@H](C)[C@@H](CN(C)C(=O)NC2CCCCC2)OCc2cn(nn2)CCCC1=O | -1.2
COCCNC(=O)C[C@@H]1CC[C@H]2[C@H](COc3ccc(NC(C)=O)cc3C(=O)N2C)O1 | 1.5
C[C@H](CO)N1C[C@H](C)[C@H](CN(C)Cc2ccccn2)Oc2cc(-c3ccc(C#N)cc3)ccc2S1(=O)=O | 3.3
C[C@@H](NC(=O)C[C@H]1C=C[C@H](NC(=O)C2CCC2)[C@H](CO)O1)c1ccccc1 | -2.4
COCCNC(=O)C[C@@H]1CC[C@@H](NC(=O)NC2CCCC2)[C@H](CO)O1 | 3.1
COc1ccc(S(=O)(=O)N(C)C[C@@H]2Oc3ccc(NC(=O)NC4CCCCC4)cc3CC(=O)N([C@@H](C)CO)C[C@H]2C)cc1 | 8.1
COc1ccccc1-c1cnc2c(c1)C(=O)N([C@@H](C)CO)C[C@H](C)[C@H](CN(C)C(=O)CC1CC1)O2 | 1.0
C[C@@H]1CN([C@H](C)CO)C(=O)c2cc(NC(=O)NC3CCCCC3)ccc2O[C@@H](C)CCCCO[C@H]1CN(C)C(=O)c1ccccc1 | 0.4
CO[C@H]1CN(C)C(=O)c2cc(NC(=O)Nc3cc(F)ccc3F)ccc2OC[C@@H](C)N(C)C[C@@H]1C | 2.2
C/C=C/c1ccc2c(c1)O[C@H](CN(C)C(=O)c1ccncc1)[C@H](C)CN([C@H](C)CO)S2(=O)=O | -2.1
C[C@H]1CN([C@@H](C)CO)C(=O)c2cc(-c3ccccc3F)cnc2O[C@@H]1CN(C)Cc1ccccc1F | 2.2
Cc1cccc(S(=O)(=O)N2CC[C@@H]3[C@H](CO)Nc4ccc(C5=CCCCC5)cc4[C@@H]32)c1 | 0.6
O=C(Nc1cccc(Cl)c1)N1C[C@H]2[C@@H](c3ccccc31)[C@H](CO)N2C(=O)c1cccnc1 | -2.6

Part of the list above in order of formula weight, low to high.
SMILES | BioA inh
C[C@@H](NC(=O)C[C@H]1C=C[C@H](NC(=O)C2CCC2)[C@H](CO)O1)c1ccccc1 | -2.4
Cc1cccc(S(=O)(=O)N2CC[C@@H]3[C@H](CO)Nc4ccc(C5=CCCCC5)cc4[C@@H]32)c1 | 0.6
O=C(Nc1cccc(Cl)c1)N1C[C@H]2[C@@H](c3ccccc31)[C@H](CO)N2C(=O)c1cccnc1 | -2.6
C[C@H]1CN([C@@H](C)CO)C(=O)c2cc(-c3ccccc3F)cnc2O[C@@H]1CN(C)Cc1ccccc1F | 2.2

Next section
SMILES | BioA inh
CO[C@@H]1CN(C)C(=O)c2ccc(NC(=O)Nc3ccc(F)cc3)cc2OC[C@@H](C)N(C(=O)c2ccc(F)cc2)C[C@H]1C | -2.3
CCCNC(=O)Nc1ccc2c(c1)C(=O)N(C)C[C@@H](OC)[C@@H](C)CN(Cc1cncnc1)[C@@H](C)CO2 | 0.2
COCC(=O)Nc1ccc2c(c1)[C@@H]1C[C@H](CC(=O)N3CCN(C)CC3)O[C@@H](CO)[C@@H]1O2 | -1.8
C[C@@H]1CN([C@H](C)CO)C(=O)c2cccc(NC(=O)Nc3ccc(C(F)(F)F)cc3)c2O[C@H]1CN(C)C(=O)Nc1ccc(F)cc1 | -0.7
C[C@@H]1CN([C@@H](C)CO)C(=O)c2cc(NS(=O)(=O)c3ccc(Cl)cc3)ccc2O[C@@H]1CN(C)Cc1ccc(-c2ccccc2)cc1 | -5.4
Cc1noc(C)c1NC(=O)N[C@H]1CC[C@H](CC(=O)N2CCN(C)CC2)O[C@H]1CO | -1.7
C[C@@H]1CN([C@H](C)CO)S(=O)(=O)c2ccc(C#C[C@@H](C)O)cc2O[C@H]1CN(C)C(=O)C1CCCCC1 | 2.2
CCC(=O)Nc1ccc2c(c1)OC[C@@H](C)N(CC1CC1)C[C@H](C)[C@H](OC)CN(C)C2=O | 2.2
COc1cccc(C#Cc2cnc3c(c2)C(=O)N([C@@H](C)CO)C[C@@H](C)[C@@H](CN(C)C(C)=O)O3)c1 | -0.3
COC(=O)C[C@H]1CC[C@@H]2[C@H](COC[C@H](O)CN2S(=O)(=O)c2cn(C)cn2)O1 | -1.4
CC(C)NC(=O)NCC[C@@H]1CC[C@@H](NS(=O)(=O)c2ccc(-c3ccccc3)cc2)[C@@H](CO)O1 | -0.1
Cc1noc(C)c1NC(=O)N(C)C[C@H]1Oc2c(NC(=O)Nc3ccc(F)cc3)cccc2C(=O)N([C@H](C)CO)C[C@@H]1C | 4.6
COc1ccccc1-c1ccc([C@@H]2[C@@H](CO)N3CCCCN(C(=O)CN4CCOCC4)C[C@H]23)cc1 | 5.5
CC(C)NC(=O)Nc1ccc2c(c1)C(=O)N([C@H](C)CO)C[C@H](C)[C@H](CN(C)Cc1ccccc1)OCCCC[C@H](C)O2 | 2.5
O=C(C[C@H]1CC[C@H](NC(=O)c2ccncc2)[C@@H](CO)O1)NCC1CCCCC1 | 0.2
CC(=O)N(C)C[C@H]1Oc2cc(-c3ccncc3)ccc2S(=O)(=O)N([C@@H](C)CO)C[C@@H]1C | -0.6
CO[C@@H]1CC[C@@H]2CCN(C)C(=O)[C@@H](C)CN(C)C(=O)c3cc(C#N)ccc3OC[C@H]1O2 | -1.4
COc1ccc(NC(=O)N(C)C[C@H]2OCCCC[C@H](C)Oc3ccc(NS(=O)(=O)c4c(C)noc4C)cc3C(=O)N([C@H](C)CO)C[C@@H]2C)cc1 | 2.6
C[C@H]1CN([C@@H](C)CO)S(=O)(=O)c2ccc(-c3ccc(C(=O)N(C)C)cc3)cc2O[C@@H]1CN(C)C(=O)C1CCC1 | 1.9
COc1ccc(NC(=O)N(C)C[C@@H]2Oc3c(NS(=O)(=O)c4ccc(Cl)cc4)cccc3C(=O)N([C@H](C)CO)C[C@H]2C)cc1 | -0.7
O=S(=O)(c1ccccc1)N1[C@H](CO)[C@H]2c3ccccc3NC[C@H]21 | -0.9
Cc1noc(C)c1S(=O)(=O)Nc1ccc2c(c1)CC(=O)N([C@@H](C)CO)C[C@H](C)[C@@H](CN(C)C(=O)Nc1cccc3ccccc13)O2 | -2.0
CCCNC(=O)N(C)C[C@H]1Oc2cc(-c3cccnc3)ccc2S(=O)(=O)N([C@H](C)CO)C[C@H]1C | -5.1
CC(C)NC(=O)N(C)C[C@H]1Oc2ncc(C#Cc3ccccc3F)cc2C(=O)N([C@H](C)CO)C[C@@H]1C | -1.1
C[C@@H]1CN([C@@H](C)CO)C(=O)c2cc(NS(=O)(=O)c3cn(C)cn3)ccc2O[C@@H](C)CCCCO[C@H]1CN(C)C(=O)CCC(F)(F)F | -3.6
Cc1ccc(S(=O)(=O)Nc2ccc3c(c2)C(=O)N([C@H](C)CO)C[C@H](C)[C@@H](CN(C)CC2CC2)OCCCC[C@@H](C)O3)cc1 | -2.6
O=C(C[C@H]1C[C@H]2c3cc(NC(=O)CC4CC4)ccc3O[C@H]2[C@H](CO)O1)NCC(F)(F)F | -0.5
O=C(NCC(F)(F)F)[C@@H]1[C@@H](CO)[C@@H]2Cn3c(cccc3=O)[C@@H]2N1Cc1cccc(F)c1 | 0.1
COc1ccc(NC(=O)N[C@@H]2CC[C@@H](CCNC(=O)c3cc(Cl)cc(Cl)c3)O[C@H]2CO)cc1 | -0.5
Cc1ccc(S(=O)(=O)Nc2ccc3c(c2)C(=O)N([C@H](C)CO)C[C@@H](C)[C@@H](CN(C)CC2CCCCC2)O3)cc1 | 5.7
Cc1ccc(S(=O)(=O)N(C)C[C@@H]2OCCCC[C@@H](C)Oc3ccc(NC(=O)c4ccccc4)cc3C(=O)N([C@@H](C)CO)C[C@@H]2C)cc1 | -3.0
COc1ccc(NC(=O)Nc2ccc3c(c2)CC(=O)N([C@@H](C)CO)C[C@H](C)[C@@H](CN(C)C(=O)Nc2ccc(C(F)(F)F)cc2)O3)cc1 | -0.6
O=C(C[C@H]1CC[C@@H]2[C@H](COC[C@@H](O)CN2C(=O)Nc2ccc(Cl)c(Cl)c2)O1)NCc1ccc(F)cc1 | -0.7
O=C(c1ccccc1F)N1CC[C@@H]2[C@@H](CO)Nc3ccc(C#Cc4ccc(F)cc4)cc3[C@@H]21 | -0.8
C[C@@H]1CN([C@@H](C)CO)C(=O)Cc2cc(NC(=O)Nc3ccc4c(c3)OCO4)ccc2O[C@@H]1CN(C)C(=O)Nc1ccc2c(c1)OCO2 | -0.3
CC(C)(C)[C@@H]1C=C(C(=O)N2CCCCCCC2)O[C@H](OCCCCO)C1 | -1.6
COc1ccc(S(=O)(=O)Nc2cccc3c2O[C@@H](CN(C)Cc2ccccc2)[C@@H](C)CN([C@H](C)CO)C3=O)cc1 | -1.0
CN1C(=O)c2cc(NC(=O)C3CCCC3)ccc2OC[C@@H]2O[C@@H](CC(=O)Nc3ccccc3)CC[C@@H]21 | 11

Look-ups from the results shown.
Reading for `CC(C)(C)[C@@H]1C=C(C(=O)N2CCCCCCC2)O[C@H](OCCCCO)C1` in BioA inh: -1.6
Reading for `C[C@@H]1CN([C@@H](C)CO)C(=O)Cc2cc(NC(=O)Nc3ccc4c(c3)OCO4)ccc2O[C@@H]1CN(C)C(=O)Nc1ccc2c(c1)OCO2` in BioA inh: -0.3
